Rat MKP-3 inhibitors – MKP-3 phosphatase inhibitors, primary screen, biochemical, rat enzyme, in vitro (AID 425); actives 0.17% (n = 110,000); recombinant MKP-3 phosphatase activity, fluorescence; higher % means a stronger effect; inhibition, % at 20 µM, or IC50 in µM where a hit was titrated; Dual specificity protein phosphatase 6 (Rattus norvegicus); in the data active means inhibition above about 50%;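 further: plate controls were vehicle for no effect and reference inhibitor for full effect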
Hsp70 inhibitors – Hsp70 inhibitors, probe displacement, primary screen, biochemical, fluorescence polarization (AID 583) | Hsp70 fluorescence polarization probe displacement, mP; higher % means a stronger effect | Heat shock 70 kDa protein 1A (Homo sapiens) | one-dose displacement, % at 20 µM; IC50 in µM for titrated hits | actives 0.06% (n = 140,000); in the data active means displacement above about 50%;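 further: plate controls were vehicle for no effect and reference ligand for full effect; a part of the inactive calls stands beside numbers as strong as those of hits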
* marks the source's active call; other numbers are inactive results; nt = not tested or not shown; & = joins results of further samples.

Order of values – Rat MKP-3 inhibitors | Hsp70 inhibitors
COc1cc2[nH]c(=O)n(CCCCCC(=O)NCCCN3CCC(C)CC3)c(=O)c2cc1OC
    -1.5% | 1.1%
CCCOc1ccc(/C(O)=C2/C(=O)C(=O)N(CCOC)C2c2cccnc2)cc1 (configuration not stated)
    -5.8% | -3.6%
O=C1C2C3C=CC(C2C(=O)N1c1ccccc1)C1C(=O)N(c2ccccc2)C(=O)C31 (configuration not stated)
    -0.6% | 1.4%
O=C(CCCN1C(=O)/C(=C\c2cccs2)SC1=S)Nc1ccc(F)c(Cl)c1
    2.7% | -2.7%
Cc1cccc(C(=O)Nc2sc3c(c2C(=O)NCc2ccco2)CCC(C)C3)c1 (configuration not stated)
    0.6% | -4.7%
CN(C)c1ccc(NS(=O)(=O)c2ccc(N3C(=O)c4ccccc4C3=O)cc2)cc1
    4.4% | 2.3%
CC1=C(C(=O)Nc2ccccc2)C(c2cccs2)n2nnnc2N1 (configuration not stated)
    -7.0% | 8.5%
CCOc1ccccc1NC(=O)c1cc2cc([N+](=O)[O-])ccc2oc1=O
    -0.7% | 5.1%
CCOC(=O)N1CCN(C(=O)CC(=O)Nc2ccc3nc4n(c(=O)c3c2)CCCCC4)CC1
    -0.8% | 3.3%
COc1ccc(-c2nnc(NC(=O)c3cc(C)on3)s2)cc1
    -7.0% | 10.3%
O=c1c(C(c2ccccc2)c2c(O)sc3ccccc3c2=O)c(O)sc2ccccc12
    nt | 47.0%
Cc1ccc(N/C(SCc2ccccc2C)=C(/C#N)C(=O)NCc2ccco2)cc1C
    nt | 0.3%
Cc1ccc(C(=O)NCc2ccco2)cc1S(=O)(=O)N1CCCCC1
    1.0% | 4.7%
CCN(CC)CCOc1ccc(Cl)c(C)c1
    5.6% | -3.0%
O=C(Nc1c(Cl)cccc1Cl)c1ccccc1[N+](=O)[O-]
    -3.7% | -0.5%
CCOC(=O)c1ccc(NC(=O)CN(C)S(=O)(=O)c2ccc(OC)cc2)cc1
    -18.7% | 1.0%
CC(C)C(=O)Nc1cccc(C(=O)NCCc2ccc(S(N)(=O)=O)cc2)c1
    2.5% | -2.7%
COc1cccc(C(=O)NCC2CCCO2)c1 (configuration not stated)
    -9.9%&0.3% | 0.6%
COc1ccccc1C(=O)Nc1ccc(C)cc1[N+](=O)[O-]
    3.0% | -3.7%
O=C(Nc1ccc(-c2ccc(NC(=O)c3ccccc3Cl)cc2)cc1)c1ccccc1Cl
    3.5% | 2.2%

Part of the list above in another layout:
| smiles | Rat MKP-3 inhibitors | Hsp70 inhibitors |
| --- | --- | --- |
| Cc1cccc(C(=O)Nc2sc3c(c2C(=O)NCc2ccco2)CCC(C)C3)c1 (configuration not stated) | 0.6% | -4.7% |
| CN(C)c1ccc(NS(=O)(=O)c2ccc(N3C(=O)c4ccccc4C3=O)cc2)cc1 | 4.4% | 2.3% |

Next compounds
Order of values – Rat MKP-3 inhibitors | Hsp70 inhibitors
O=C(O)CSCC(=O)Nc1ccc(S(=O)(=O)N2CCCCC2)cc1
    -2.2% | -4.6%
CCN(CC)c1ccc(C(=O)NCc2ccco2)cc1
    1.2% | 0.0%
Cc1ccc2c(c1)N(C(=O)c1ccco1)C(C)(C)c1ssc(=S)c1-2
    3.2% | -1.8%&3.2%
Cc1ccc(Cn2c(SCC(=O)Nc3cccc(C)n3)nc3c2c(=O)n(C)c(=O)n3C)cc1
    3.2% | 1.6%
COc1cc(C=Nc2ccc(Nc3ccccc3)cc2)cc(Br)c1O
    5.8% | 1.0%
CCNc1nc(NC(C)(C)C)nc(N2CCCC2)n1
    nt | -0.8%
Cc1cccc(C)c1OCC(=O)Nc1sc2c(c1C(N)=O)CCC2
    4.8% | -5.2%
CCNC(=S)NNC(=O)CCn1c2ccccc2c2ccccc21
    0.6% | -4.9%
COc1ccc(N2C(=O)CCC(C(=O)NCc3ccccn3)C2c2ccc(F)cc2)cc1 (configuration not stated)
    nt | -3.3%
O=C1CN=C(Nc2cccc(C(F)(F)F)c2)N1C1CCCC1
    -18.3% | -2.1%
CC12CC3CC(C)(C1)CC(C(=O)Nc1ccc([N+](=O)[O-])cc1)(C3)C2
    -2.2% | 3.4%
COc1cccc(-c2nn(C)c3sc(C(=O)NCc4ccc(C)o4)cc23)c1
    2.5% | 11.8%
CCOC(=O)c1c(NC(=O)/C=C/c2cc(OC)ccc2OC)sc2c1CCC2
    -0.6% | -23.7%
O=C(/C=C/Nc1ccccn1)c1ccc(Br)cc1
    0.2% | 3.3%
CCOC(=O)c1cccc(NC(=O)c2cnc3ccccc3n2)c1
    9.1% | -2.2%
O=C(O)c1ccc2[nH]c3c(c2c1)CSCC3
    -7.1% | 7.5%
C/C(=C\C(=O)c1ccc(Cl)cc1)Nc1cc(C)ccc1Cl
    -2.0% | -6.0%
O=C(NCCN1CCOCC1)c1cn(CCc2ccccc2)nn1
    -13.9% | 1.2%
O=C(NC1CCCCC1)N(CCO)Cc1cc2cc3c(cc2[nH]c1=O)OCCO3
    nt | 4.6%
CCCC(=O)NC(C)C(c1cccs1)N1CCN(C)CC1 (configuration not stated)
    1.4% | -3.1%
COc1cc(NC(=O)CS(=O)(=O)c2ccc(C)cc2)cc(OC)c1OC
    -3.0% | 3.7%
CCCC(C)NC(=O)c1ccc(Cl)cc1 (configuration not stated)
    1.5% | -1.5%
CC(C)(C)NCc1cc2ccccc2[nH]c1=O
    1.1% | -0.6%
Cn1c(=O)n(-c2cccc(Cl)c2)c(=O)n1C
    -13.0% | -2.7%
O=C(Nc1ccc(F)cc1Cl)c1ccc2c(=O)n3c(nc2c1)CCCCC3
    2.2% | -4.8%
O=C(N/N=C/c1cccs1)c1ccc([N+](=O)[O-])cc1Cl
    0.2% | -0.8%
C=CCOc1cccc(C2/C(=C(/O)c3ccc(Cl)cc3)C(=O)C(=O)N2CCN2CCOCC2)c1 (configuration not stated)
    -11.9% | -1.9%
Cc1cc(/C=C2/NC(=O)NC2=O)c(-c2ccccc2)n1-c1ccccc1
    -2.9% | 4.5%
O=C(NC1CCCCC1)c1ccc(S(=O)(=O)NCc2ccco2)cc1
    -7.3% | 5.6%
COc1ccccc1NC(=O)C(=O)NCCO
    -0.4% | -0.6%
CC(=O)N1CC[C@@]2(O)CCCC[C@@H]2[C@H]1c1ccccc1
    -2.8% | 0.6%
C=CCOCC(O)CSCCCC (configuration not stated)
    -1.2% | 2.8%
COc1cc(NC(=O)c2ccc(-c3ccc([N+](=O)[O-])cc3C)o2)ccc1NC(=O)c1ccco1
    10.1% | 3.7%
COCC(=O)NC1CCN(C(=O)NCc2ccccc2)CC1
    1.1% | 4.6%
CC(C)C(C(=O)O)N1C(=O)/C(=C/c2ccc(N(C)C)cc2)SC1=S (configuration not stated)
    2.5% | -121.1%
O=C(NCc1ccccc1)c1ccc(CN(c2ccccn2)S(=O)(=O)c2ccccc2)cc1
    nt | -0.5%
Cc1ccc(-n2nc3ccc(NC(=S)NC(=O)c4ccco4)cc3n2)cc1
    -5.9% | 2.6%
CCOC(=O)c1sc2nc(C)c3c(c2c1N)CC(C)(C)OC3
    nt | -4.1%
CCC(C)c1ccc(NC(=O)Cc2ccccc2OC)cc1 (configuration not stated)
    0.6% | 1.2%
O=C(O)C1CC=CCC1C(=O)N1CCN(c2ccccc2)CC1 (configuration not stated)
    -0.6% | 2.6%

Filtered by structure: the entries above with an NH in an aromatic ring
Order of values – Rat MKP-3 inhibitors | Hsp70 inhibitors
COc1cc2[nH]c(=O)n(CCCCCC(=O)NCCCN3CCC(C)CC3)c(=O)c2cc1OC
    -1.5% | 1.1%
O=C(O)c1ccc2[nH]c3c(c2c1)CSCC3
    -7.1% | 7.5%
O=C(NC1CCCCC1)N(CCO)Cc1cc2cc3c(cc2[nH]c1=O)OCCO3
    nt | 4.6%
CC(C)(C)NCc1cc2ccccc2[nH]c1=O
    1.1% | -0.6%

The listing continues:
Order of values – Rat MKP-3 inhibitors | Hsp70 inhibitors
CCn1cc(C(=O)OCC(=O)OC2CC(C)CCC2C(C)C)c(=O)c2ccc(C)nc21 (configuration not stated)
    -4.3% | -4.9%
Brc1ccc(-c2nc(-c3ccncc3)no2)cc1
    2.1% | -5.1%
O=C(CCNS(=O)(=O)c1cccs1)NCc1ccco1
    3.7% | 7.0%
COc1ccccc1NC(=O)C(O)C(O)C(=O)Nc1ccccc1OC (configuration not stated)
    -7.3% | -2.8%
CC(=O)Nc1ccc(N=Cc2ccc([N+](=O)[O-])s2)cc1
    1.2% | -0.5%
Cc1cc(C=O)c2c(c1)C=CC1(Oc3ccccc3C(=O)N1C)O2 (configuration not stated)
    nt | -0.7%
Cc1cc(C)cc(Nc2ncc3c(n2)CC(c2ccco2)CC3=O)c1 (configuration not stated)
    1.1% | 9.8%
O=C1c2cccc3c4ccccc4n(c23)C(=O)C1(O)O
    4.8% | -0.5%
CCOC(=O)c1sc(=S)n(-c2cc(OC)ccc2OC)c1N
    -1.1% | -1.9%
CCOC(=O)c1ccc(N2C(=O)CC(N3CCC(C(N)=O)(N4CCCCC4)CC3)C2=O)cc1 (configuration not stated)
    nt | 3.3%
Nc1ccc(O)c2c1C(=O)c1c(N)ccc(O)c1C2=O
    0.5% | 3.0%
CCN(CCCNC(=O)CNC(=O)Cn1cnc2ccccc2c1=O)c1ccccc1
    10.8% | 0.5%
CCN1C(=O)/C(=C2/Sc3ccc(OC)cc3N2C)SC1=Nc1cccc(O)c1
    -1.1% | -7.5%
c1ccc2c(c1)OCC(c1nn3cnnc3s1)O2 (configuration not stated)
    -7.3% | 0.4%
c1ccc(C(c2nnnn2Cc2cccs2)N2CCN(C3CCCC3)CC2)cc1 (configuration not stated)
    -5.8% | -1.5%
COc1ccc2nc(NCCCO)[nH]c2c1
    nt | -0.3%
O=C(Nc1cccc(F)c1)C1CCN(C(=O)c2ccc(Br)cc2)CC1
    nt | 1.5%
COC(=O)c1cc(OC)c(OC)cc1NC(=O)C1CCCO1 (configuration not stated)
    -4.2% | 0.1%
CN1CCN(C2=C(Cl)C(=O)N(c3ccc(Br)cc3)C2=O)CC1
    3.5% | 4.0%
COc1ccc2c(c1OC)CN(C)CCc1cc3c(cc1C(O)C2)OCO3 (configuration not stated)
    -15.6% | -2.3%
Cc1ccc(S(=O)(=O)N2C(=O)CCC2C(=O)N2CCN(C)CC2)cc1 (configuration not stated)
    0.6% | 4.8%
Cc1ccc(S(=O)(=O)N(C)c2nonc2C)cc1
    -2.0% | -4.5%
CS(=O)(=O)N(Cc1ccccc1)c1ccc(C(=O)Nc2ccc(Oc3ccccc3)cc2)cc1
    -0.1% | -2.7%
COCCNc1ncnc2c1cnn2-c1ccc(Cl)cc1
    -5.5% | 48.3%
CC12CCC(C(=O)NCCCn3ccnc3)(OC1=O)C2(C)C (configuration not stated)
    -3.5% | 5.5%
O=C(CCC1CCCCC1)NCc1cccs1
    nt | -0.8%
c1csc(-c2nc3sc(-c4cccs4)nc3s2)c1
    4.7% | 0.6%
Cc1ccc(SCCNC(=O)C(CO)(CO)CO)cc1
    -9.0% | -0.8%
CCOc1ccc2nc(N3CCCN(C(=O)Nc4ccccc4C)CC3)c(C#N)cc2c1
    -10.6% | 34.6%
CC1CCN(C(=S)c2ccc3c(c2)OCO3)CC1
    nt | 2.7%
O=C(COC(=O)CSc1nnc(-c2ccc(Cl)cc2)o1)NCc1ccc2c(c1)OCO2
    -6.3% | -0.5%
Cc1cc(C#N)c(C)c(SCc2[nH]nc3c2C(c2ccccc2)C(C#N)=C(N)O3)n1 (configuration not stated)
    nt | 6.8%
COc1cc(OC)cc(C(=O)NCCSCc2ccco2)c1
    -4.9% | 6.5%
COc1ccc(NC(=O)c2cc(-c3ccc(C)o3)nc3ccccc23)c(OC)c1
    0.2% | 1.3%
COc1ccc(N=Cc2c(O)n(-c3cc(OC)ccc3OC)c(=O)[nH]c2=O)c(OC)c1
    -4.1% | 5.9%
O=C(CSc1ncnc2c1oc1ccccc12)c1cccs1
    -6.4% | -1.9%
CNC(=O)/C(C#N)=c1\s/c(=C/C(=O)OC)c(=O)n1-c1ccccc1
    nt | 2.1%
Cc1ccc(OCC(=O)N2CCOCC2)c(Br)c1
    0.3% | -5.7%
CCn1cc(C(=O)N=c2sc3ccccc3n2C)c(=O)c2ccc(C)nc21
    5.9% | -4.7%
COc1nc(NCCN2CCOCC2)nc(Nc2ccc([N+](=O)[O-])cc2)n1
    nt | 1.3%
Cc1nc(SCC(=O)N2CCc3ccccc32)n[nH]1
    nt | -3.1%
OCCNCCOc1ccc(Br)cc1
    2.5% | 5.0%
CCC(C)(C)n1nnnc1C(C(C)C)N(CCN1CCOCC1)Cc1cc2cccc(C)c2[nH]c1=O (configuration not stated)
    nt | 6.3%
COc1cc(C(=O)Nc2sc3c(c2C(=O)NCc2ccco2)CCCC3)cc(OC)c1OC
    nt | 0.1%
COc1ccc(C(=O)N2CCC(C(=O)Nc3ccc4c(c3)OCCO4)CC2)cc1
    nt | 2.7%
Cc1nc2ccccc2n1CC(O)Cn1c2ccccc2c2ccccc21 (configuration not stated)
    nt | 4.7%
Cc1ccc(OCC(=O)N2CCN(c3ccccn3)CC2)c(C)c1
    2.3% | -2.2%
O=C(Cn1cccc1)N1CCN(C(c2ccccc2)c2ccccc2)CC1
    -7.5% | 0.7%
Cc1cc(C)n2nc(C(=O)Nc3ccc(S(=O)(=O)N4CCCCC4)cc3)nc2n1
    nt | -1.6%
COc1cc(-c2nnc(-c3ccc(S(=O)(=O)c4ccccc4)cc3)o2)cc(OC)c1OC
    -4.1% | -1.1%
Cc1nnc(-c2ccccc2)c[n+]1[O-]
    0.8% | -1.9%
CC(C)(C)NS(=O)(=O)c1ccc2nc(NC(=O)Cc3cccs3)sc2c1
    -4.4% | 1.9%
O=C(Nc1c(Cl)cccc1Cl)C1CCC1
    -3.7% | -0.3%

Screens from PubChem.

Only part of the results is shown; the hit share may differ from the screen's.
